Compound activity deposited in PubChem BioAssay by Sanford-Burnham Center for Chemical Genomics.
GPR55 activation: GPR55 agonists via beta-arrestin recruitment, primary screen, imaging, U2OS cells, beta-arrestin-GFP redistribution (AID 1961). G-protein coupled receptor 55 (Homo sapiens). U2OS GPR55 beta-arrestin-GFP redistribution imaging; higher % means a stronger effect. activation, % at 10 µM; hits with a dose series show EC50 in µM. 290,000 tested, 0.048% active;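 active = activation above 40% with more than 50 cells counted in the well; inconclusive = wells holding fewer than 50 cells, flagged as toxic or sparse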;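 note: U2OS osteosarcoma cells stably expressing GPR55 and beta-arrestin-GFP; plate controls were DMSO negative control for no effect and LPI positive control for full effect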
HIV peptide binding: inhibitors of HIV fusion peptide binding, primary screen, biochemical, uHTS, fluorescence dequenching (AID 1986); cell-free peptide binding, fluorescence dequenching, 30 min; higher % means a stronger effect; inhibition, % at 20 µM; hits with a dose series show IC50 in µM; 290,000 tested, 0.3% active; in the data active = inhibition mostly above about 52%, no sharp cut-off; inactive = mostly below about 76%; note: some results filed as inactive read as strong as hits
NOD1 inhibition: NOD1 signaling inhibitors, primary screen, cell-based, luminescence, uHTS (AID 1578) | 290,000 tested, 1% active | inhibition, % at 4 µM; hits with a dose series show EC50 in µM | NOD1-driven NF-kB luciferase reporter cells, luminescence; higher % means a stronger effect; in the data active = inhibition mostly above about 36%, no sharp cut-off; inactive = mostly below about 34%;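 note: HEK-293T reporter cells stimulated with the NOD1 agonist gamma-tri-DAP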
SIAH1 antagonists: Siah-1 peptide-binding antagonists, primary screen, biochemical, fluorescence polarization, rhodamine-plectin, uHTS (AID 1817) | Siah-1 / rhodamine-plectin peptide fluorescence polarization; higher % means a stronger effect | one-dose displacement, % at 20 µM; IC50 in µM for titrated hits | 290,000 tested, 0.02% active;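 active = displacement of at least 50% at 20 µM, with a fluorescence ratio check between 0.3 and a set limit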;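 note: plate controls were Siah plus tracer with DMSO for no effect and tracer alone without Siah for full effect; strong numbers were not always called active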
GPR55 antagonists: GPR55 antagonists blocking LPI-driven arrestin recruitment, primary screen, imaging, U2OS, beta-arrestin-GFP, LPI agonist (AID 2013); 290,000 tested, 0.13% active; U2OS GPR55 beta-arrestin-GFP translocation imaging, LPI antagonism; higher % means a stronger effect; inhibition, % at 10 µM; hits with a dose series show IC50 in µM;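 active = spots per cell inhibited over 60%, with over 100 cells counted and total cytoplasm intensity under 500,000; inconclusive = wells with under 100 cells, flagged as likely toxic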;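 note: U2OS cells stably carrying GPR55 and arrestin-GFP stimulated by 5 µM LPI near EC80; imaged beta-arrestin-GFP aggregate spots per cell after agonist stimulation; plate controls were LPI-stimulated DMSO wells for no effect and DMSO wells without LPI for full effect; some results filed as inactive read as strong as hits; confirmed hits need IC50 under 10 µM and bright autofluorescent wells are also inconclusive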
KOR beta-arrestin-1: KOR agonists, beta-arrestin recruitment, primary screen, cell-based, luminescence, uHTS (AID 1777); KOR beta-arrestin recruitment, luminescence; higher % means a stronger effect; 280,000 tested, 0.02% active; activation, % at 10 µM; hits with a dose series show EC50 in µM; in the data active = activation above about 50%, passing the limit was not always enough; note: a part of the inactive calls stands beside numbers as strong as those of hits
KOR beta-arrestin-2: KOR antagonists, beta-arrestin recruitment, cell-based, luminescence, uHTS (AID 1778); 290,000 tested, 0.091% active; KOR beta-arrestin recruitment, luminescence, antagonist mode; higher % means a stronger effect; inhibition, % at 10 µM; hits with a dose series show IC50 in µM; in the data active = inhibition above about 50%; note: strong numbers were not always called active
AID2073: inhibitors of Mint1-CaV2.2 protein interaction, biochemical, HTRF (AID 2073). HTRF protein-protein interaction, Mint1-CaV2.2; higher % means a stronger effect. Voltage-dependent N-type calcium channel subunit alpha-1B (Homo sapiens). 290,000 tested, 0.19% active. inhibition, % at 20 µM, or IC50 in µM where a hit was titrated; in the data active = inhibition mostly above about 51%, no sharp cut-off; inconclusive = no clear call, values can overlap the other calls; inactive = mostly below about 53%; note: some results filed as inactive read as strong as hits
GPR35 antagonists: GPR35 antagonists blocking zaprinast-driven arrestin recruitment, primary screen, imaging, U2OS, beta-arrestin-GFP, zaprinast agonist (AID 2058) | U2OS GPR35 beta-arrestin-GFP translocation imaging, zaprinast antagonism; higher % means a stronger effect | G-protein coupled receptor 35 (Homo sapiens) | one-dose inhibition, % at 10 µM; IC50 in µM for titrated hits | 290,000 tested, 0.052% active;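 active = inhibition of at least 50% with at least 30 cells and total cytoplasm GFP at most 10,000,000; inconclusive = under 30 cells or total GFP of 10,000,000 plus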
An asterisk follows results filed as active; ? = inconclusive; [ ] = another dose, or the depositor's remark.

1) Cc1c(C(=O)N2CCCCC2)sc(NC(=O)C(C)C)c1C#N
2) O=C(Nc1cc(=O)[nH]c2ncnn12)c1ccccc1F
3) COc1ccc(CC(=O)Nc2ccc(/C(C)=N\NC(=O)c3ccc(Br)o3)cc2)cc1
4) CCCc1cc(NCC2CCCO2)n2c(nc3ccccc32)c1C#N (configuration not stated)
5) COc1ccc(NC(=O)N2CCCC2)cc1OC
6) O=C(CC1(O)C(=O)Nc2ccccc21)c1ccccc1O (configuration not stated)
7) Cn1ncc(S(=O)(=O)Cc2ccccc2)c(Cl)c1=O
8) CCOC(=O)N1CCN(c2ccncc2S(=O)(=O)N2CCCCC2)CC1
compound no.	1	2	3	4	5	6	7	8
GPR55 activation	-0.1%	-0.1%	0.0%	0.0%	-0.1%	-0.1%	-0.2%	0.0%
HIV peptide binding	3.2%	-1.0%	1.0%	0.4%	-1.6%	0.9%	1.9%	-3.0%
NOD1 inhibition	-5%	-1%	-40%	-12%	2%	1%	6%	12%
SIAH1 antagonists	13%	-2%	11%	2%	2%	-2%	2%	6%
GPR55 antagonists	13%	4%	-6%	2%	-16%	16%	-15%	-13%
KOR beta-arrestin-1	3.5%	1.6%	-3.4%	2.0%	4.6%	-1.8%	7.3%	0.5%
KOR beta-arrestin-2	-3%	0%	-17%	5%	-30%	-18%	-24%	-6%
AID2073	3%	12%	-1%	12%	1%	-6%	-86%	6%
GPR35 antagonists	14%	-9%	8%	0%	-4%	8%	4%	5%

9) Cc1ccc2nsnc2c1NC(=O)c1ccc([N+](=O)[O-])cc1
10) CC(=O)n1c2ccccc2c2c1c1ccccc1n2C
11) CC1(c2cc([N+](=O)[O-])cc([N+](=O)[O-])c2)CC(C)(C)N(C(=O)c2ccccc2)c2ccccc21 (configuration not stated)
12) CN(C)/C=C(\C(=O)c1ccc(F)cc1F)c1nnnn1-c1ccccc1
13) COc1ccc(OC)c(N/C(=N\c2nc(C)cc(C)n2)NC(=O)c2ccco2)c1
14) CCOC(Cn1c(-c2ccc(OC)cc2)nc2ccccc21)OCC
15) CCN(CC(O)CON=C1c2ccccc2-c2ccccc21)S(=O)(=O)c1ccc(Cl)cc1 (configuration not stated)
16) CN(C)Cc1nnnn1-c1cccc(-n2nnnc2CN(C)C)c1
compound no.	9	10	11	12	13	14	15	16
GPR55 activation	0.8%	0.1%	-0.2%	0.4%	-0.1%	-0.1%	-0.6%	-0.2%
HIV peptide binding	2.4%	-1.1%	-1.2%	5.9%	0.8%	1.5%	0.2%	1.0%
NOD1 inhibition	20%	4%	4%	-14%	-31%	3%	-21%	-7%
SIAH1 antagonists	0%	2%	0%	5%	1%	3%	5%	2%
GPR55 antagonists	7%	-4%	0%	-10%	2%	10%	81%*	10%
KOR beta-arrestin-1	-5.9%	0.8%	2.4%	-1.2%	-2.6%	2.0%	0.3%	-4.0%
KOR beta-arrestin-2	-42%	-14%	-9%	-35%	10%	17%	17%	28%
AID2073	-3%	10%	?	8%	8%	8%	15%	2%
GPR35 antagonists	9%	17%	-6%	4%	-13%	10%	-8%	17%

17) Cc1ccc(S(=O)(=O)N2c3ccccc3CC2C)cc1 (configuration not stated)
18) CC(C)CSc1nsc(N)n1
19) C=COCCNC(=O)C1CC(=O)N(c2ccc(C)cc2)C1 (configuration not stated)
20) CC(C)Oc1ccc(C(=O)Nc2cccc3cccnc23)cc1
21) O=C(Nc1cc(Cl)cc(Cl)c1)c1ccno1
22) COc1ccccc1CC(=O)Nc1ccccc1O
23) O=c1[nH]c(N2CCOCC2)nc2ccccc12
24) CCC1c2ccc(C)n2CCN1C(=O)Nc1ccccc1C(=O)OC (configuration not stated)
compound no.	17	18	19	20	21	22	23	24
GPR55 activation	0.2%	-0.1%	0.2%	0.2%	0.4%	-0.1%	0.6%	-0.2%
HIV peptide binding	1.7%	0.3%	2.0%	-0.9%	-1.6%	-3.3%	2.2%	-0.1%
NOD1 inhibition	-41%	-92%	-11%	-41%	-10%	-17%	-9%	-16%
SIAH1 antagonists	14%	-1%	2%	0%	1%	0%	0%	-1%
GPR55 antagonists	16%	-3%	-2%	6%	12%	4%	-6%	-3%
KOR beta-arrestin-1	-5.9%	3.8%	-0.2%	-3.1%	-2.4%	2.0%	-3.9%	-6.3%
KOR beta-arrestin-2	-12%	-11%	25%	-19%[20 µM]	30%	-14%	-8%[20 µM]	-11%
AID2073	-6%	-5%	-4%	14%	6%	1%	1%	4%
GPR35 antagonists	-21%	-4%	-20%	0%	-5%	21%	0%	4%

25) CC(C)Nc1oc(Cc2cccc3ccccc23)nc1C#N
26) Cc1cc(C(=O)O)ccc1-c1ccc(/C=C2\NC(=O)N(Cc3ccccc3Cl)C2=O)o1
27) COc1cccc(NC(=S)N(Cc2ccccn2)Cc2ccccc2Cl)c1
28) Cc1ccc(SCC(=O)c2cc(C)c(O)c(C)c2)cc1
29) NC1=NCc2ccccc21
30) C(#Cc1ccc(C#CCN2CCCC2)cc1)CN1CCCC1
31) COC(=O)CSc1nc(-c2ccc(F)cc2)cc(C(F)(F)F)n1
32) NC(=O)c1ccc(Nc2ccc3c(c2)CCC3)c([N+](=O)[O-])c1
compound no.	25	26	27	28	29	30	31	32
GPR55 activation	-0.3%	1.1%	-0.4%	-0.2%	-0.2%	0.4%	0.6%	-0.1%
HIV peptide binding	-0.3%	62%	-1.1%	1.8%	-1.3%	2.3%	-0.1%	-1.7%
NOD1 inhibition	20%	-7%	-22%	-7%	-2%	-26%	-4%	10%
SIAH1 antagonists	0%	7%	6%	0%	-3%	1%	1%	-8%
GPR55 antagonists	13%	-3%	14%	-1%	-1%	8%	18%	7%
KOR beta-arrestin-1	-1.3%	-3.2%	-0.1%	-4.8%	-4.0%	2.9%	-3.1%	1.7%
KOR beta-arrestin-2	-12%	-4%	5%	23%	2%	-11%	-20%	51%
AID2073	9%	38%	?	10%	17%	0%	27%	6%
GPR35 antagonists	4%	-7%	-6%	0%	0%	-18%	5%	-16%

33) COc1ccc(C(C(=O)NC2CCCC2)N(C(=O)c2ccoc2C)c2ccccc2)cc1 (configuration not stated)
34) Cc1ccc(CC(=O)Nc2ccc(F)c([N+](=O)[O-])c2)cc1C
35) CC(C)C1N(c2ccccc2)C(N)=C(C#N)C1(C#N)C#N (configuration not stated)
36) COc1cccc(N(CC(=O)Nc2cccc(F)c2)S(C)(=O)=O)c1
37) O=C(CSc1nc(-c2ccccc2)c(-c2ccccc2)o1)N1CCOCC1
38) CCn1c(SCC(=O)Nc2ccc3c(c2)OCCO3)nnc1-c1cccnc1
39) Cc1ccc(SCCN2CCN(CC(C)C)CCC2=O)cc1
40) CC(C)n1nnc2c(=O)oc3ccccc3c21
compound no.	33	34	35	36	37	38	39	40
GPR55 activation	1.2%	2.0%	-0.3%	-0.3%	0.1%	0.2%	-0.1%	-0.1%
HIV peptide binding	0.9%	-0.9%	4.7%	2.6%	-0.4%	-0.8%	-0.5%	3.3%
NOD1 inhibition	-10%	16%	-17%	5%	8%	-15%	-13%	-8%
SIAH1 antagonists	2%	-8%	-1%	-1%	3%	-1%	12%	3%
GPR55 antagonists	-3%	-2%	-3%	-1%	21%	-2%	4%	11%
KOR beta-arrestin-1	18%	-0.6%	0.3%	-8.0%	-0.2%	2.5%	3.7%	0.4%
KOR beta-arrestin-2	30%	-32%	-5%	-3%	8%	-35%	7%	7%
AID2073	2%	-8%	13%	1%	1%	-6%	-1%	1%
GPR35 antagonists	7%	-8%	-2%	-4%	-2%	-5%	1%	-7%

In a second layout: results already given
entry | SMILES | GPR55 activation | HIV peptide binding | NOD1 inhibition | SIAH1 antagonists | GPR55 antagonists | KOR beta-arrestin-1 | KOR beta-arrestin-2 | AID2073 | GPR35 antagonists
33 | COc1ccc(C(C(=O)NC2CCCC2)N(C(=O)c2ccoc2C)c2ccccc2)cc1 (configuration not stated) | 1.2% | 0.9% | -10% | 2% | -3% | 18% | 30% | 2% | 7%
34 | Cc1ccc(CC(=O)Nc2ccc(F)c([N+](=O)[O-])c2)cc1C | 2.0% | -0.9% | 16% | -8% | -2% | -0.6% | -32% | -8% | -8%

Rewritten bar-delimited: part of the list above
item | Molecule | GPR55 activation | HIV peptide binding | NOD1 inhibition | SIAH1 antagonists | GPR55 antagonists | KOR beta-arrestin-1 | KOR beta-arrestin-2 | AID2073 | GPR35 antagonists
34 | Cc1ccc(CC(=O)Nc2ccc(F)c([N+](=O)[O-])c2)cc1C | 2.0% | -0.9% | 16% | -8% | -2% | -0.6% | -32% | -8% | -8%
10 | CC(=O)n1c2ccccc2c2c1c1ccccc1n2C | 0.1% | -1.1% | 4% | 2% | -4% | 0.8% | -14% | 10% | 17%

New compounds follow
41) CCCCN(C)CCNC(=O)c1ccc2c(c1)NC(=O)C(N1CCCCC1)S2 (configuration not stated)
42) COc1ccc(N(CC(=O)NCc2cccnc2)S(=O)(=O)c2ccccc2[N+](=O)[O-])c(OC)c1
43) Cc1cccc(NS(=O)(=O)c2ccc3c(c2)oc(=O)n3C)c1C
44) O=C1NC(c2ccccc2)=CC(c2ccccc2)N1 (configuration not stated)
45) CCc1nc(N)c(C#N)c(-c2cccc3ccccc23)c1C
compound no.	41	42	43	44	45
GPR55 activation	0.4%	-0.1%	-0.1%	0.4%	-0.5%
HIV peptide binding	1.7%	-0.2%	2.3%	0.9%	43%
NOD1 inhibition	-13%	-30%	7%	-34%	-12%
SIAH1 antagonists	3%	2%	-3%	2%	5%
GPR55 antagonists	24%	-11%	1%	-8%	9%
KOR beta-arrestin-1	3.6%	-0.6%	-0.4%	-2.7%	-5.0%
KOR beta-arrestin-2	4%	-6%	-25%[20 µM]	11%	21%
AID2073	-2%	1%	3%	4%	27%
GPR35 antagonists	8%	25%	4%	17%	-3%

Some of the compounds tested. The share of hits here may be higher or lower than overall.
